Assay outcomes (PubChem BioAssay)
D1 antagonist: Antagonist of Human D 1 Dopamine Receptor: qHTS; AID 504652, 2011; D(1A) dopamine receptor (Homo sapiens), P21728; activity change, negative = inhibition, % at 10 µM; HEK293 TREx D1 cells, calcium flux, dopamine EC80; hits give low values; hit rate 3.2% among 360,000; in the data active = activity change below about -30%; note: % is set by controls: 0 for no effect and ±100 for the full control effect
Target sequence (P21728 whole entry, looked up): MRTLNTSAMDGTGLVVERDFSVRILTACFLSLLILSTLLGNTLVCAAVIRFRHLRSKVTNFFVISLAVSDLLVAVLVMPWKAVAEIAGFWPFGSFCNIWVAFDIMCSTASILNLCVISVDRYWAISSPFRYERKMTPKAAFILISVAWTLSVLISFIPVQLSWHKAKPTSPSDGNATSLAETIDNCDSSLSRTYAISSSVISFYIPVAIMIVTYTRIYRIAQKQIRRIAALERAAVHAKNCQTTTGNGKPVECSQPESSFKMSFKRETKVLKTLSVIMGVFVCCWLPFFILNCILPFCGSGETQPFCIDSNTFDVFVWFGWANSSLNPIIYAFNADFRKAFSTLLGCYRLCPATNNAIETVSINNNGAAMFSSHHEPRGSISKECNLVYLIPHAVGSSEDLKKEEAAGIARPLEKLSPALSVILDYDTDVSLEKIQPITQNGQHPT
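HEK293 T-REx cells expressing inducible, force-coupled D1 receptor; no-wash Ca dye, 30–90 min RT. Cmpd → 180 s read at 1 Hz → EC80 DA → 180 s read.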
D2 antag: HTS Assay for Allosteric Antagonists of the Human D2 Dopamine Receptor: Primary Screen for Antagonists. hit rate 2% among 340,000. D(2) dopamine receptor (Homo sapiens), P14416. inhibition, % at 10 µM. AID 485344, 2010. HEK293 TREx D2 cells, calcium flux, dopamine EC80; in the data active = inhibition above about 30%; note: 0% is about no effect
Target sequence (P14416 whole entry, looked up): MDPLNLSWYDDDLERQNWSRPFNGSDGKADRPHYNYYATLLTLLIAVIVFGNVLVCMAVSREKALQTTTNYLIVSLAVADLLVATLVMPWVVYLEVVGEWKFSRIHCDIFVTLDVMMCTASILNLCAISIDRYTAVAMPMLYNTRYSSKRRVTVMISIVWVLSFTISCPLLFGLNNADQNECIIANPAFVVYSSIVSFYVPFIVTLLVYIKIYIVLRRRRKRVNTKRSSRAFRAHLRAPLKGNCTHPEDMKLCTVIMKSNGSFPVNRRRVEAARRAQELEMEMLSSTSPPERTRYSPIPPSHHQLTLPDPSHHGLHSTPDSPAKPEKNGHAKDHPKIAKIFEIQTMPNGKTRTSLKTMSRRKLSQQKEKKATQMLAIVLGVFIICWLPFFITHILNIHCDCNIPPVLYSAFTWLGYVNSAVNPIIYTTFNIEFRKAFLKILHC
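Measurement of antagonist activity uses fluorescent calcium dye in inducible HEK293 T-REx D2 cells: 10 s baseline, compound addition with 180 s read, EC80 dopamine addition with a further 180 s read.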
D1 potentiator: Potentiators of Human D1 Dopamine Receptor: qHTS; hit rate 0.036% among 360,000; potentiation, % at 10 µM; D(1A) dopamine receptor (Homo sapiens), P21728; HEK293 TREx D1 cells, calcium flux, dopamine EC20 potentiation; in the data active = potentiation above about 30%; note: 0% is about no effect
D2 ag: HTS Assay for Allosteric Agonists of the Human D2 Dopamine Receptor: Primary Screen for Agonists; hit rate 0.53% among 340,000; HEK293 T-REx D2 cells, calcium flux agonist mode; activation, % at 2 µM; D(2) dopamine receptor (Homo sapiens), P14416;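 active = activation over 3 SD above normal in the single-dose calcium agonist read, cut at about 30% in these data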; note: 0% is about no effect
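HEK293 Trex D2 cells, tetracycline-induced, o/n 30 C 5% CO2; no-wash Ca dye, RT 30–90 min; 10-cycle baseline, 23 nl cpd added, kinetic Ca read 180 s; agonist hits = positive Ca response.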
D1 agonist: Allosteric Agonists of the Human D1 Dopamine Receptor: qHTS. D(1A) dopamine receptor (Homo sapiens), P21728. HEK293 T-REx D1 cells, calcium flux, agonist mode. activation, % at 2 µM. hit rate 1% among 360,000; note: 0% is about no effect
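Inducible HEK293 T-REx D1 cells, force-coupled to calcium signalling, were plated at 4000 cells/well with tetracycline and held overnight at 30 C. After no-wash calcium dye loading, compound-evoked calcium rise over 180 s flagged agonists.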
TRHR ag: qHTS for Small Molecule Agonists and Allosteric Enhancers of Human TRH Receptor: Primary Screen for Agonists | hit rate 0.18% among 360,000 | TRHR cells, calcium flux fluo-8, FDSS agonist mode | Thyrotropin-releasing hormone receptor (Homo sapiens), P34981 | activation, % at 2 µM; note: 0% is about no effect
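Read-out: compound-evoked intracellular calcium rise in TRHR cells, fluo-8 dye, kinetic FDSS fluorescence at 1 s/cycle following a 10-cycle baseline. Cells cultured overnight before dye loading (30 min–1.5 h, RT).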
TRHR enhancer: qHTS for Small Molecule Agonists and Allosteric Enhancers of Human TRH Receptor: Primary Screen for Enhancers. hit rate 0.66% among 360,000. Thyrotropin-releasing hormone receptor (Homo sapiens), P34981. AID 493056, 2011. enhancement, % at 2 µM. TRHR cells, fluo-8 calcium fluorescence, EC20 TRH enhancement; in the data active = enhancement above about 30%; note: 0% is about no effect
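Enhancer read-out: after compound pinning and an initial kinetic agonist-mode read, an EC20 of TRH (10 nM final) was injected and fluo-8 calcium signal (Ex 480/Em 530) followed at 1 s/cycle for 100 cycles in TRHR-expressing cells.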
RXFP1 antag: qHTS Assay for Antagonists of the Relaxin Receptor RXFP1; Relaxin receptor 1 (Homo sapiens), Q9HBX9; HEK293-RXFP1, relaxin-stimulated cAMP HTRF, 30 min; hits give low values; activity change, negative = inhibition, % at 57.5 µM; hit rate 0.59% among 350,000; AID 1259400, 2018;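 active = activity change of -60% or lower, but not beyond a set lower limit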; note: % is set by controls: 0 for no effect and ±100 for the full control effect
D2 PAM: HTS Assay for Positive Allosteric Modulators of the Human D2 Dopamine Receptor: Primary Screen for Potentiators; D(2) dopamine receptor (Homo sapiens), P14416; HEK293 T-REx D2, calcium flux, EC20 dopamine potentiation; potentiation, % at 10 µM; hit rate 0.34% among 340,000;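 active = potentiation over 3 SD above the plate norm, cut at about 30% in these data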; note: 0% is about no effect
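Primary screen. Calcium kinetics in induced HEK293 T-REx D2 cells: compound pre-addition 180 s, EC20 dopamine, 180 s more.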
* = called active by the depositor; . = no result given; & = joins results of further samples. Cut-off read from the data, not from the text of the source, unless noted: active = activation above about 30%; inactive = the rest. Rows were taken by chance. Share with any hit: about 7.1%.

entry	Compound	D1 antagonist	D2 antag	D1 potentiator	D2 ag	D1 agonist
1	Cc1ccc(OCCSc2cc(C)nc(N)n2)cc1	-9	-8	-4	-0.2	4
2	CCCCNS(=O)(=O)c1ccc(NC(=O)C2CCCO2)cc1 (configuration not stated)	-1	-21	-7	0.5	13
3	CC(=O)c1cc(F)c(N2CCN(C(=O)c3ccco3)CC2)cc1C	-32*	-10	-6	1.6	22
4	Nc1nnc(-c2cccc([N+](=O)[O-])c2)o1	0	-5	-2	0.0	3
5	Cc1ccccc1C(=O)c1cccn1CC(=O)NCc1ccc(Cl)cc1	6&-1	-7	-7&-2	-6.8&2.5	2&3
6	COc1ccc(C(=O)C2CCCN(Cc3ccc(NC(C)=O)cc3)C2)cc1OC (configuration not stated)	-33*	-11	-6	0.9	-2
7	COc1cc(OC)cc(C(=O)N[C@H](C(=O)OCC(=O)Nc2cccnc2Cl)C(C)C)c1	-2	-1	-5	-1.2	0
8	COc1ccc2c(c1)N1CCN=C1N2C	2	-2	5	0.0	0
9	Cc1ccc(C)c(S(=O)(=O)N2CCN(c3ncccn3)CC2)c1	-12	.	7	.	2
10	CC(=O)Nc1ccc(S(=O)(=O)NC2(C(F)(F)F)C(=O)Nc3c2c(=O)n(C)c(=O)n3C)cc1 (configuration not stated)	4	8	-2	0.6	-1

entry	TRHR ag	TRHR enhancer	RXFP1 antag	D2 PAM
1	0.0	10	5	5
2	0.6	-3	15	9
3	-0.4	0	-4	.
4	0.3	6	-15	8
5	0.1&-1.4	12&0	7&3	-2&1
6	-0.4	-3	-1	-4
7	-0.4	5	7	-6
8	-0.1	-6	10	-2
9	-0.7	-10	-8	4
10	-0.3	-1	21	-3

Looked up by structure from the list above:
entry	Compound	D1 antagonist	D2 antag	D1 potentiator	D2 ag	D1 agonist
7	COc1cc(OC)cc(C(=O)N[C@H](C(=O)OCC(=O)Nc2cccnc2Cl)C(C)C)c1	-2	-1	-5	-1.2	0
3	CC(=O)c1cc(F)c(N2CCN(C(=O)c3ccco3)CC2)cc1C	-32*	-10	-6	1.6	22
4	Nc1nnc(-c2cccc([N+](=O)[O-])c2)o1	0	-5	-2	0.0	3
8	COc1ccc2c(c1)N1CCN=C1N2C	2	-2	5	0.0	0
9	Cc1ccc(C)c(S(=O)(=O)N2CCN(c3ncccn3)CC2)c1	-12	.	7	.	2
1	Cc1ccc(OCCSc2cc(C)nc(N)n2)cc1	-9	-8	-4	-0.2	4
10	CC(=O)Nc1ccc(S(=O)(=O)NC2(C(F)(F)F)C(=O)Nc3c2c(=O)n(C)c(=O)n3C)cc1 (configuration not stated)	4	8	-2	0.6	-1

entry	TRHR ag	TRHR enhancer	RXFP1 antag	D2 PAM
7	-0.4	5	7	-6
3	-0.4	0	-4	.
4	0.3	6	-15	8
8	-0.1	-6	10	-2
9	-0.7	-10	-8	4
1	0.0	10	5	5
10	-0.3	-1	21	-3

(further entries)
entry	Compound	D1 antagonist	D2 antag	D1 potentiator	D2 ag	D1 agonist
11	COC(=O)c1cc2cc(Cl)ccc2nc1SC	14	-6	7	-1.5	4
12	O=C(COc1ccccc1F)NC12CC3CC(CC(C3)C1)C2	-3	-4	2	0.0	1
13	O=C(Nc1cccc2ccccc12)N1CCOCC1	-14	-10	-13	0.0	1
14	Cc1cc(C(=O)CSc2nc3ccccc3[nH]2)c(C)n1CC1CCCO1 (configuration not stated)	-33*	-4	-8	0.7	14
15	COc1ccccc1CCNC(=O)C(=O)NCC(c1ccco1)S(=O)(=O)c1cccs1 (configuration not stated)	.	.	-1	0.4	3
16	COc1cc(C(=O)Nc2ccc(-c3cc(C(F)(F)F)nn3-c3ccccc3)cc2)cc(OC)c1OC	-8	.	-4	-0.5	1
17	Cc1ccc(NC(=O)C2CCN(C(=O)c3cnn(-c4ccccc4)c3-n3cccc3)CC2)cc1C	2	.	-1	1.2	-1
18	O=S(=O)(c1cccc2c(S(=O)(=O)N3CCCC3)cccc12)N1CCCC1	-15	2	-6	0.1	-2
19	CC1(C)CCN2CCC(C)(C)c3c(O)ccc1c32	26	-2	-6	34*	207*
20	Cc1ccc(C(=O)O/N=C/c2c(C(F)(F)F)nn(C)c2Sc2ccc(Cl)cc2)cc1	3	7	-2	0.6	6

entry	TRHR ag	TRHR enhancer	RXFP1 antag	D2 PAM
11	-1.2	-1	0	11
12	-0.4	5	-3	1
13	1.0	5	-1	0
14	-0.9	1	-38	-2
15	-0.4	1	-5	11
16	2.5	-1	-8	-4
17	-1.0	-7	.	-8
18	0.0	-2	-4	-10
19	34*	2	.	4
20	0.7	0	-5	5

Further records follow:
entry	Compound	D1 antagonist	D2 antag	D1 potentiator	D2 ag	D1 agonist
21	O=C(NCCS(=O)CCNC(=O)C(F)(F)F)C(F)(F)F	-4	3	-7	-0.2	2
22	CCN(CC)CCCNC(=O)C1c2ccccc2C(=O)N1Cc1ccc(C)cc1 (configuration not stated)	-7	1	-1	-0.9	-1
23	Cc1ccc(NC(=O)C2CCN(S(=O)(=O)c3cccc4cccnc34)CC2)nc1	-10	.	-4	.	1
24	CCN(CC)CCNc1ccc2nnc(CCNS(=O)(=O)c3ccc(C)cc3)n2n1	-4	-19	-1	-0.9	4
25	CCN(CC)C1=NS(=O)(=O)c2cc([N+](=O)[O-])ccc21	15	3	-2	0.3	-1
26	COc1ccc(NC(=O)CS(=O)CC(=O)Nc2ccc(-n3cnnn3)c(C)c2)cc1 (configuration not stated)	-6	-10	-5	0.3	5
27	CCOc1ccc(N(C)S(=O)(=O)c2cc(-c3cnc(C)o3)ccc2OC)cc1	-6	.	-1	-0.3	1
28	COc1ccc(Cl)cc1C(=O)OCC(=O)N(CC(C)C)c1c(N)n(Cc2ccccc2)c(=O)[nH]c1=O	16	-24	6	-0.6	6
29	COc1ccc(/C=N/Nc2ncnc3scc(-c4ccccc4)c23)cc1OC	19	4	-3	0.0	2
30	O=C(COC(=O)C1CCN(c2ccc(C(F)(F)F)cn2)CC1)Nc1cccc(F)c1	-15	8	-3	0.4	0

entry	TRHR ag	TRHR enhancer	RXFP1 antag	D2 PAM
21	0.0	-3	-11	4
22	0.0	2	14	-17
23	-0.2	4	.	.
24	-0.3	21	11	7
25	-0.1	34*	9	0
26	0.1	9	13	2
27	-0.9	0	.	3
28	-0.3	7	4	-8
29	-0.6	3	-4	7
30	-0.4	1	-31	-2

Remaining list, next part.
entry	Compound	D1 antagonist	D2 antag	D1 potentiator	D2 ag	D1 agonist
31	CCOC(=O)c1cccc(NC(=O)C2CCCN(S(=O)(=O)c3cnc[nH]3)C2)c1 (configuration not stated)	-31*	-13	.	0.6	1
32	COC(=O)c1sccc1NC(=O)CSc1ccccc1NS(=O)(=O)c1ccc(F)cc1	-3	4	-1	0.4	2
33	CCOc1ncccc1C(=O)NCc1ccc(OC)cc1	-19	.	0	-0.1	2
34	O=C(CSc1nccn1-c1cccc(Cl)c1)Nc1cccc(C(F)(F)F)c1	3	.	-4	1.0	2
35	CCOC(=O)/C=C(\C)Nc1cc(C)nn1-c1ccccc1	21	4	-1	0.2	0
36	N#C/C(=C(/O)CCCl)c1ccccn1	-8	-7	2	2.1	6
37	COc1ccc(Cc2nnc(NS(=O)(=O)c3ccc(Cl)cc3)s2)cc1OC	7	.	-3	.	1
38	Cc1cccc(N(CC(=O)N2CCCC2)S(=O)(=O)c2ccccc2)c1	-15	.	-2	.	1
39	CCOC(=O)CSc1nc2sc3c(c2c(=O)n1-c1ccccc1)CCN(C(C)C)C3	33	-7	-4	0.3	1
40	Cc1ccccc1-n1c(SC2CCOC2=O)nnc1-c1ccncc1 (configuration not stated)	-1	6	-9	0.2	3

entry	TRHR ag	TRHR enhancer	RXFP1 antag	D2 PAM
31	0.4	6	.	-10
32	-0.4	0	-6	9
33	0.5	1	16	-3
34	-0.2	-2	-1	-14
35	-0.3	9	-8	-1
36	0.5	-3	6	4
37	0.3	1	-3	16
38	-0.2	-7	-12	.
39	2.0	2	4	-10
40	0.4	-7	-11	-3

Next compounds.
entry	Compound	D1 antagonist	D2 antag	D1 potentiator	D2 ag	D1 agonist
41	CN(CC(=O)Nc1cccc(F)c1)C(=O)c1cccc2ccccc12	-8	11	.	1.1	6
42	COc1cc(/C=N/N=C2/NC(=O)C(Cc3ccccc3)S2)ccc1O (configuration not stated)	-25	7	27	-1.6	-1
43	CCOC(=O)C1CCN(c2ccc([N+](=O)[O-])cc2)CC1	-18	-17	3	-1.1	10
44	Cc1cc(C(=O)N/N=C/c2ccc(Cl)c([N+](=O)[O-])c2)c(C)n1-c1ccc(F)cc1	-17	-14	-5	-1.0	-1
45	O=C(C[n+]1ccc2c(c1)nnn2-c1ccccc1)c1ccc(Cl)cc1	-1	36*	0	0.6	0
46	O=C(CN(Cc1ccccc1)S(=O)(=O)c1ccc(Cl)cc1)NCC1CCCO1 (configuration not stated)	2	-39	0	0.1	-1
47	CN1c2ccccc2C(C)(C)C12C=Nc1c(ccc3ccccc13)O2 (configuration not stated)	8	34*	0	-0.1	0
48	CN1C(=O)C(O)(CC(=O)/C=C/c2ccco2)c2cc(Br)ccc21 (configuration not stated)	-16	6	-2	-0.2	1
49	Cc1ccc(CNC2CCCCC2)s1	16	-4	2	-0.1	4
50	Cc1cc(C(C)(C)C)oc1C(=O)OCC(=O)NC1CCCCC1	-5	.	3	.	5
51	O=C(Nc1cc2cc([N+](=O)[O-])ccc2oc1=O)c1cccs1	-17	-6	-5	6.3	5
52	CCOc1ccc(S(=O)(=O)N2CCCC(C(=O)NCc3ccccc3)C2)cc1 (configuration not stated)	-5	-10	-3	0.1	1
53	O=C(O)c1ccc(Oc2ccc(S(=O)(=O)c3ccc(C(=O)O)c(C(=O)O)c3)cc2)cc1	10	-13	4	-0.2	1

entry	TRHR ag	TRHR enhancer	RXFP1 antag	D2 PAM
41	0.0	2	-3	10
42	0.1	15	-39	15
43	-0.1	0	5	8
44	-0.8	0	-20	-36
45	1.5	-4	-11	-11
46	0.3	-1	2	0
47	0.0	-3	4	1
48	0.4	1	-9	4
49	1.5	1	5	-4
50	-0.5	-10	-2	.
51	0.2	5	.	6
52	-0.9	-4	-4	-14
53	0.4	3	-3	-3
